mIDH1 inhibitor = blocks human mutant IDH1 R132H enzyme | IDH1-R132H enzyme, NADPH consumption, diaphorase/resazurin fluorescence | O75874 | AID 602179 | hit rate 0.093% among 390,000 | Potency, µM (doses to about 76.6 µM), inactives show at the top dose activity change, negative = inhibition, most hits filed as inhibitors; also: % is scaled to controls: 0 for no effect and ±100 for the full control effect; nearly all actives have a fitted effect of over 65% in size
Target sequence (O75874 whole entry R132H, stated change not applied): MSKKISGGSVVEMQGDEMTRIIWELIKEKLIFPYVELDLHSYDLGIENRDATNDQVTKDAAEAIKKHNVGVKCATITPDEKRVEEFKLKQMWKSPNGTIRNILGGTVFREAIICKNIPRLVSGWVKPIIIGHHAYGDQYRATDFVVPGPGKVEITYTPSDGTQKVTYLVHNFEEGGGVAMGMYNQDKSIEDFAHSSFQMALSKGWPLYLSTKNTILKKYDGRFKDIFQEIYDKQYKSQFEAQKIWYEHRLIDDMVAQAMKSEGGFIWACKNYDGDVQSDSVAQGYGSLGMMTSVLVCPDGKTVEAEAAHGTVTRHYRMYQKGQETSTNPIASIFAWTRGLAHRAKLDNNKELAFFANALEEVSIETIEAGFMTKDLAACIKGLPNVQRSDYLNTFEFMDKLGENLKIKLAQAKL
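IDH1-R132H (0.5 ug/mL dispensed) in pH 7.5 Tris buffer was preincubated 30 min with compound, then given a substrate mix of 0.016 mM NADPH and 2 mM alpha-KG for 80 min at room temperature; remaining NADPH was read by diaphorase/resazurin fluorescence.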
RXFP1 agonist = agonists of human relaxin receptor RXFP1; hit rate 0.3% among 370,000; Q9HBX9; HEK293T-RXFP1 cAMP TR-FRET, 30 min; response scale: percent of porcine relaxin response, buffer zero; Potency, µM (titrated, usually from 57.5 µM), for inactives: at the top dose activation, actives largely listed as activators; also: % is scaled to controls: 0 for no effect and ±100 for the full control effect; nearly all actives have a fitted effect of over 60% in size; many of its hits are not listed in these tables
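HEK293T cells stably expressing RXFP1 were pretreated with the PDE4 inhibitor Ro 20174, exposed to compounds for 30 min at 37C, lysed, and cAMP was read by TR-FRET. Data normalized to buffer (basal) and 29 nM porcine relaxin (100%).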
Vif-APOBEC3F blk = Vif-A3F binding inhibition | HeLa A3F-eYFP + Vif (tagged APOBEC3F with the HIV-1 protein that degrades it), YFP fluorescence increase | Potency, µM (titrated, usually from 46.1 µM), for inactives: at the highest dose activity, negative = active | hit rate 0.2% among 390,000 | AID 602313; also: % of control where 0% means no effect; nearly all actives have a fitted effect of over 65% in size
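HeLa cells stably expressing Vif plus C-terminally eYFP-tagged A3F were seeded, incubated overnight at 37 deg C, dosed with compound, incubated overnight again at 37 deg C. Yellow fluorescence (Ex 488/Em 500-530) reported blocked Vif-mediated A3F-eYFP degradation.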
Vif-APOBEC3G blk = inhibitors of Vif-APOBEC3G interaction. HeLa A3G-eYFP + Vif (tagged APOBEC3G with the HIV-1 protein that degrades it), YFP fluorescence, overnight. Potency, µM (top dose mostly 46.1 µM), inactives show at the highest dose activity, negative = active, actives largely listed as inhibitors. AID 602310. hit rate 0.076% among 410,000;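 also: % is scaled to controls: 0 for no effect and ±100 for the full control effect; nearly all actives have a fitted effect of over 60% in size; hits raise eYFP signal because A3G escapes Vif-driven loss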
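HeLa cells stably expressing Vif and C-terminally eYFP-tagged A3G, seeded overnight at 37 deg C, then exposed to compound by pintool overnight at 37 deg C. Rise in yellow fluorescence (Ex 488/Em 500-530, Acumen) marks blocked Vif-driven A3G degradation.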
RGS4 inhibitor = inhibitors of human regulator of G protein signaling 4 | Transcreener GDP fluorescence polarization, RGS4-accelerated GTP hydrolysis | Potency, µM (doses to about 114 µM), for the others: at the highest dose activity change, negative = inhibition, most hits filed as inhibitors | hit rate 0.039% among 390,000 | AID 504845; also: % is scaled to controls: 0 for no effect and ±100 for the full control effect; nearly all actives have a fitted effect of over 75% in size; some results filed as inactive show a strong effect at the top dose
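MLSMR compounds (23 nl, pin-transferred) preincubated 10 min at room temperature with a 500nM (2x) first reagent, then RGS4 at 900nM (2x) plus Transcreener GDP mix added; fluorescence polarization (620/688 nm) read before and after 90 min at 30 °C.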
TrxR1 substrate = substrates of rat thioredoxin reductase 1; O89049; purified TrxR1 substrate turnover, NADPH consumption readout; Potency, µM (doses to about 114 µM), for inactives: top-dose activity change, negative = substrate turnover; hit rate 0.01% among 390,000; AID 588456; also: % is scaled to controls: 0 for no effect and ±100 for the full control effect; nearly all actives have a fitted effect of over 50% in size
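Rat TrxR1, dispensed at 90 nM, was prereduced with 400 uM NADPH (final) for 5 min at ~22 deg C, then incubated with compound 15 min before 400 uM selenite. A first-read NADPH fluorescence drop versus no-compound background flagged substrates.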
USP1 inh = inhibitors of human USP1/UAF1 deubiquitinase; Potency, µM (doses to about 57.1 µM), for inactives: at the top dose activity change, negative = inhibition, actives largely listed as inhibitors; AID 743255; O94782; hit rate 0.23% among 390,000; recombinant USP1/UAF1, Ub-Rhodamine cleavage fluorescence; also: % is scaled to controls: 0 for no effect and ±100 for the full control effect; nearly all actives have a fitted effect of over 60% in size; inactives centre near -12
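High-throughput fluorogenic screen: 1nM USP1/UAF1 complex, Ub-Rho substrate 150nM final, 50mM HEPES pH 7.8 with 0.5mM EDTA, 0.1 mg/ml BSA, 1mM TCEP and 0.01% Tween-20.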
ALOX12 inh = inhibitors of human 12S-lipoxygenase ALOX12 | P18054 | purified 12hLO, xylenol orange hydroperoxide absorbance | Potency, µM (top dose mostly 108 µM), for inactives: at the top dose activity change, negative = inhibition, actives largely listed as inhibitors | hit rate 1.1% among 580,000; also: % is scaled to controls: 0 for no effect and ±100 for the full control effect
Target sequence (P18054 whole entry, looked up): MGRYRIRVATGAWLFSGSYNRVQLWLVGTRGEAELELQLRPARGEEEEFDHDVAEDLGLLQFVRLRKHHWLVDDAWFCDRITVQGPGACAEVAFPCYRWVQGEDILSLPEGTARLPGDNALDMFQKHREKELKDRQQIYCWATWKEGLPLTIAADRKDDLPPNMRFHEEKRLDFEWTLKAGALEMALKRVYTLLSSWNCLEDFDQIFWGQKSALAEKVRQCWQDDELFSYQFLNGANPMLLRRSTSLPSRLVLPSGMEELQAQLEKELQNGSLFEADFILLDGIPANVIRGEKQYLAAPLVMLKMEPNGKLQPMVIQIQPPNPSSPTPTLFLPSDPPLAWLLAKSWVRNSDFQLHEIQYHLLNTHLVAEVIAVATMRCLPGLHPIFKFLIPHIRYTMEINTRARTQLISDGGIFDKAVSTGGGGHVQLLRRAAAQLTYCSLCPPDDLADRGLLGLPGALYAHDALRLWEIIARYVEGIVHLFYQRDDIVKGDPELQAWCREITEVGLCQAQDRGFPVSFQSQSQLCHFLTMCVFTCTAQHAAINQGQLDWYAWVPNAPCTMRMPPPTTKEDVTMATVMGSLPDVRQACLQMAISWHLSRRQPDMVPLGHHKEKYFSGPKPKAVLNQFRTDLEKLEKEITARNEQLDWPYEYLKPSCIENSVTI
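Purified human 12hLO at 150 nM in 25 mM Hepes, 0.01% Triton X-100, pH 7.0, preincubated 15 min at room temperature with compound. Reaction started with 40 uM arachidonic acid, 30 min at room temperature. Hydroperoxide measured by Fe-xylenol orange, 573/405 nm absorbance ratio.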
rTrxR1 inhibitor = blocks rat thioredoxin reductase 1 | recombinant rTrxR1, NADPH fluorescence consumption, selenite substrate | Potency, µM (titrated, usually from 114 µM), for inactives: at the highest dose activity change, negative = inhibition, usual class: inhibitors | hit rate 1% among 390,000; also: % is scaled to controls: 0 for no effect and ±100 for the full control effect; nearly all actives have a fitted effect of over 65% in size
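Rat TrxR1 (90 nM in the dispensed reagent) was pre-reduced with 400 uM NADPH for 5 min at room temperature, then incubated with compound for 15 min. After 400 uM selenite was added, NADPH fluorescence (Ex 340/Em 450 nm) was followed for 8 min.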
The depositor's hits bear a star; ? = inconclusive; · = no result given; [ ] = dose if it differs, or a comment. Calls follow the shape of the dose curve; as a rule, active = well fitted curve in the direction sought with a large enough effect; inconclusive = small, poorly fitted or top-dose-only effect, or another doubt; inactive = no such curve, though single readings can be large; an effect the other way counts as inactive or inconclusive. Potency is read from the fitted curve at half-maximal effect. A portion of the library (hit frequency here may not be typical).

Compound	RGS4 inhibitor	rTrxR1 inhibitor	RXFP1 agonist	USP1 inh	TrxR1 substrate	Vif-APOBEC3F blk	ALOX12 inh	mIDH1 inhibitor	Vif-APOBEC3G blk
C[C@H](NC(=O)c1ccco1)C(=O)NCCc1ccc(S(N)(=O)=O)cc1	24%[56.9 µM]	23%	-0.3%	-8%	1%	4%	-13%	2%	6%
COC(=O)Nc1ccc(S(=O)(=O)N(CCO)CC(F)(F)C(F)F)cc1	-11%[11.4 µM]	10%[57.1 µM]	2.4%	-17%	-6%[57.1 µM]	0%	0%	2%	1%
O=C(Nc1cccnc1)c1ccc2c(c1)C(=O)N(Cc1cccnc1)C2=O	-8%	0%	-0.2%	-12%	-3%	-1%	13%	9%	3%
COC(=O)[C@@]12CCCCN1[C@H](c1ccc(-c3ccc(Cl)c(Cl)c3)cc1)[C@H]1C(=O)N(C)C(=O)[C@H]12	21%	12%	·	8%	-5%	-9%	?	-5%	3%
COc1cccc(-n2c(=O)c3sc4ccccc4c3n(CC(=O)NC3CCCCC3)c2=O)c1	-2%	-7%	3.3%	-21%	10%	-4%	-12%	5%	4%
CC(C(=O)NCC1(c2ccccc2)CCOCC1)N1CCOCC1 (stereo not given)	-4%	5%	-5.0%	-14%	7%	-1%	?	2%	-1%
CCOCCn1c(-c2ccccc2)nc2ccccc21	8%	-2%[57.1 µM]	-0.1%	?	0%[57.1 µM]	10%	19%	18%	-3%
Cc1ccc(C(=O)OCC(=O)c2c(N)n(C)c(=O)n(C)c2=O)cc1S(=O)(=O)N1CCCCC1	6%	-1%	3.7%	-4%	-7%	-7%	-10%	-4%	2%
CC(C)(C)OC(=O)NCCCC[C@H](NC(=O)c1nc[nH]c1C(=O)NCc1ccccc1)C(=O)OC(C)(C)C	-15%	-12%	-3.2%	?	-16%	-4%	23%	-5%[38.3 µM]	-2%
Cc1cc(C)cc(OCC(=O)Nc2cc(NC(=O)COc3cc(C)cc(C)c3)cc(C(=O)O)c2)c1	-19%	2%[57.1 µM]	-1.0%	-19%	4%[57.1 µM]	4%	11%	1%	1%
O=C(NC1CCN(S(=O)(=O)c2ccccc2)CC1)c1ccccc1	7%	19%	-1.1%	-7%	-3%	2%	-10%	-4%	2%
Cc1cc(C(=O)OCC(=O)NCc2ccccc2)c2ccccc2n1	12%	2%	·	-7%	-2%	-12%	-12%	6%	0%
CC(=O)Nc1sc2c(c1C(c1ccccc1Cl)N1CCN(CCO)CC1)CCCC2 (stereo not given)	-45%	15%[57.1 µM]	2.5%	?	9%[57.1 µM]	-2%	-63%	-8%	0%
CCC(C(=O)c1ccc2ncccc2c1)c1ccccc1 (stereo not given)	-10%	7%	4.0%	-8%	2%	-16%	?	1%	-2%
CN(CC(=O)Nc1ccccc1Cl)C(=O)c1cccc(S(=O)(=O)N2CCN(c3ccccc3)CC2)c1	-24%	14%	·	-19%	-1%	2%	15%	8%	3%
CC(=O)OCC(=O)Nc1ccc(N=Nc2ccccc2)cc1	-16%	-8%[57.1 µM]	-0.3%	-19%	5%[57.1 µM]	-27%	-2%	1%	-16%
Cc1ccc(OCC(=O)Nc2ccc(N3CCN(S(C)(=O)=O)CC3)cc2)c(C)c1	-11%	13%	2.1%	-16%	1%	13%	2%	0%	-2%
Cc1ccc(C)c(SCC(=O)NC(=O)NC2CCCC2)c1	-14%	13%	-0.2%	-26%	-6%	-1%	-5%	3%	-13%
CN(C)c1ccc2c(O)cc(=O)n(C)c2c1	?	73%[activator]	-0.4%	-16%	141%[activator]	-10%	-8%	7%	2%
CCOc1ccc(N2C(=O)CSC2c2ccncc2)cc1 (stereo not given)	26%	0%	2.9%	-4%	-8%	-3%	?	2%	-1%
Cc1ccc(NC(=O)CNc2ccc(N3CCOCC3)cc2)cc1S(=O)(=O)N(C)C	17%	12%[57.1 µM]	-0.1%	-10%	2%[57.1 µM]	7%	-8%	-6%	2%
Cn1nnnc1Sc1ncnc2scc(-c3cccc4ccccc34)c12	2%	-3%[57.1 µM]	·	·	4%[57.1 µM]	2%	-8%	·	?
CC(=O)C(C)n1c(CN(C)Cc2ccccc2)nc2c1c(=O)n(C)c(=O)n2C (stereo not given)	0%	-2%	6.3%	-3%	0%	0%	-2%	-3%	-1%
CCn1c(Cc2c(C)[nH]c3ccccc23)nnc1SCC(=O)NCc1ccco1	-5%[11.4 µM]	-62%	0.6%	-18%	-6%[57.1 µM]	0%	0%	0%	0%
COc1cc([N+](=O)[O-])ccc1NC(=O)N1CCC2(CC1)Nc1cc(F)ccc1-n1cccc12	-32%	17%[57.1 µM]	7.7%	-13%	-6%[57.1 µM]	0%	-18%	1%	-2%
CC(C)=CCOc1c2ccoc2c(OCC=C(C)C)c2oc(=O)ccc12	4%	8%[57.1 µM]	·	-20%	8%[57.1 µM]	7%	-9%	41%[activator]	3%
CC12CC3(C)CC(C)(C1)CC(C(=O)NC1=NCCS1)(C2)C3	-22%	-1%	·	-12%	-4%	-7%	-9%	5%	-3%
COC(=O)c1c(NC(=O)CCl)sc(C(=O)N2CCOCC2)c1C	12%	?	2.9%	-19%	4%	4%	-10%	-10%	-4%
COc1ccc(Cl)cc1NC(=O)/C=C/C(=O)O	-15%	25%	-2.6%	-6%	5%	3%	?	9%	-15%
O=c1[nH]c2cc3c(cc2cc1CN(CCO)S(=O)(=O)c1ccccc1Cl)OCCO3	-10%	-1%[57.1 µM]	-0.8%	-8%	57%[activator][57.1 µM]	-3%	-17%	14%	-3%

Taken from above:
O=c1[nH]c2cc3c(cc2cc1CN(CCO)S(=O)(=O)c1ccccc1Cl)OCCO3 in TrxR1 substrate: 57%[activator][57.1 µM]
CN(CC(=O)Nc1ccccc1Cl)C(=O)c1cccc(S(=O)(=O)N2CCN(c3ccccc3)CC2)c1 in USP1 inh: -19%
C[C@H](NC(=O)c1ccco1)C(=O)NCCc1ccc(S(N)(=O)=O)cc1 in TrxR1 substrate: 1%
COc1cc([N+](=O)[O-])ccc1NC(=O)N1CCC2(CC1)Nc1cc(F)ccc1-n1cccc12 in ALOX12 inh: -18%
CC(=O)Nc1sc2c(c1C(c1ccccc1Cl)N1CCN(CCO)CC1)CCCC2 (stereo not given) in rTrxR1 inhibitor: 15%[57.1 µM]

Three compounds already listed, ordered by the number in RGS4 inhibitor, descending.
SMILES | RGS4 inhibitor | rTrxR1 inhibitor | USP1 inh | TrxR1 substrate | ALOX12 inh | mIDH1 inhibitor
Cc1cc(C(=O)OCC(=O)NCc2ccccc2)c2ccccc2n1 | 12% | 2% | -7% | -2% | -12% | 6%
CCOCCn1c(-c2ccccc2)nc2ccccc21 | 8% | -2%[57.1 µM] | ? | 0%[57.1 µM] | 19% | 18%
O=c1[nH]c2cc3c(cc2cc1CN(CCO)S(=O)(=O)c1ccccc1Cl)OCCO3 | -10% | -1%[57.1 µM] | -8% | 57%[activator][57.1 µM] | -17% | 14%

Remaining list, next part:
Compound	RGS4 inhibitor	rTrxR1 inhibitor	RXFP1 agonist	USP1 inh	TrxR1 substrate	Vif-APOBEC3F blk	ALOX12 inh	mIDH1 inhibitor	Vif-APOBEC3G blk
CCOC(=O)Cc1csc(NS(=O)(=O)c2ccc3c4c(cccc24)C(=O)N3CC)n1	-104%	13%[11.4 µM]	0.7%	-22%	-8%[11.4 µM]	2%	-21%	3%	-1%
CCCCn1c(Cc2ccccc2)nnc1SCC(=O)N1CCOCC1	-22%[56.9 µM]	6%	0.0%	-13%	-4%	-2%	10%	4%	2%
CC1CCN(C(=S)Nc2ccc3nc4n(c(=O)c3c2)CCCCC4)CC1	?	-9%	3.0%	-10%	1%	5%	-8%	6%	0%
COc1cc(OC)cc(-c2c(C#Cc3ccsc3)c3cc(-c4ccccc4OC)ccc3n2C)c1	-10%	27%[57.1 µM]	·	-21%	65%[activator]	0%	-3%	18%	-2%
O=[N+]([O-])c1cccc(C2=NCCS2)c1	-2%	-3%	1.1%	-10%	-9%	-8%	-3%	5%	0%
Cc1ccc(Nc2c(O)nc[nH]c2=O)cc1	-8%	24%	·	?	8%	4%	?	7%	0%
CCN(C(=O)CN1C(=O)NC(c2ccccc2)(c2ccccc2)C1=O)c1ccccc1	-1%	11%	-0.8%	-27%	1%	-7%	-16%	9%	-5%
Cc1cc(NCCCOC(C)C)n2c(nc3ccccc32)c1C#N	17%	35%[2.29 µM]	22%	-9%	59%[activator]	?	?	-3%	-8%
Cc1cc(C)c2c(=O)[nH]c(SCC(=O)Nc3ccc(Br)cc3)nc2n1	4%	40%[activator]	-0.1%	-12%	15%	0%	?	0%	3%
Cc1ccsc1C(=O)NCC(=O)OCc1ccccc1	4%	27%	-0.5%	-13%	10%	3%	0%	3%	2%
O=C(Nc1cccc(C(=O)N2CCN(Cc3ccccc3)CC2)c1)c1ccccc1	-23%	?	-3.7%	-13%	-8%	-1%	0%	0%	0%
CCOC(=O)c1c(C)[nH]c(C)c1S(=O)(=O)NCC1CCN(Cc2ccccc2F)CC1	0%	18%	0.1%	-22%	4%	-4%	8%	-7%	-5%
Cc1cccc(N(C)S(=O)(=O)c2cc3[nH]c(=O)c(=O)[nH]c3cc2C)c1	-6%	17%	1.6%	-10%	1%	1%	-28%	0%	-1%
